# Source: PubChem BioAssay (several laboratories)
# MEP2 TOR yeast: modulators of MEP2-GFP levels in yeast, primary screen, S. cerevisiae, multiplex flow cytometry, MLPCN library. GFP response vs DMSO, % at 10 µM. AID 2016, 2009. S. cerevisiae MEP2-GFP strain, 3 h; 100% = DMSO control level. 0.51% of 330,000 active;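 active means GFP response versus DMSO above a set limit, roughly screen mean plus 3 SD, cut at about 180% in these data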;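 further: median GFP fluorescence of the barcode-gated MEP2-GFP cells per well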
# EBNA-1 inhibitor: EBNA-1 DNA-binding inhibitors, primary screen, biochemical, fluorescence polarization. inhibition, % at 14.8 µM. 0.34% of 300,000 active. AID 1950, 2009; in the data active means inhibition above about 28%
# LAP4-GFP MLPCN: modulators of LAP4-GFP expression in yeast, primary screen, S. cerevisiae, multiplex flow cytometry, MLPCN library. 3 h; median GFP as percent of DMSO wells. GFP response vs DMSO, % at 10 µM. 0.34% of 320,000 active. AID 2023, 2009;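 active means GFP response vs DMSO above a set limit, about the screen mean plus 3 SD, cut at about 150% in these data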
# ZTA counter: counter-screen for EBNA-1 inhibitors: inhibitors of Epstein-Barr virus ZTA; 0.15% of 320,000 active; ZTA-DNA binding, fluorescence polarization; P03206; AID 2234; inhibition, % at 11 µM; in the data active means inhibition above about 33%
# RPL19A-GFP yeast: RPL19A-GFP expression modulators in yeast, primary screen, cell-based, S. cerevisiae, multiplex flow cytometry, MLPCN; S. cerevisiae RPL19A-GFP strain, 3 h; active compounds read low; percent response vs DMSO, % at 10 µM; 0.3% of 330,000 active; AID 2025, 2009;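 active means percent response vs DMSO below 50%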;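 further: median channel GFP fluorescence of the barcoded RPL19A-GFP strain; ratio of sample median GFP to plate DMSO average so 100% = DMSO; lower means less RPL19A-GFP as with rapamycin TOR inhibition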
# proCasp3 act: activators of human procaspase-3 D3A mutant, primary screen, biochemical, absorbance, PC-3 D3A mutant, single concentration; Caspase-3 (Homo sapiens), P42574; recombinant procaspase-3 D3A, Ac-DEVD-pNA absorbance 405 nm; activation, % at 8.5 µM; 0.11% of 330,000 active;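 active means activation above the mean of all tested compounds plus 3 SD, cut at about 21% in these data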;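 further: 0% = DMSO alone and 100% = DMSO wells spiked with extra 5 µM PC-3 D3A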
#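 Assay system – Procaspase-3 D3A mutant, all three cleavage aspartates alanine · Controls – DMSO-only low control, 5 µM PC-3 D3A high control · Schedule – 1 h compound preincubation, 2 h substrate hydrolysis at 25 °C · Signal – 405 nm absorbance of p-nitroaniline, reads at 0 and 120 min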
# AHR activator: AHR activators, primary screen, cell-based, luminescence, luciferase reporter, human. Aryl hydrocarbon receptor (Homo sapiens), P35869. AHR-responsive luciferase reporter cells. activation, % at 5 µM. 2.5% of 320,000 active. AID 2796, 2010; in the data active means activation above about 47%;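 further: 0% = vehicle wells and 100% = reference agonist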
# proCasp7 act: procaspase-7 activators, primary screen, counter-screen for procaspase-3 activator project, biochemical, absorbance, HTS, human; Caspase-7 (Homo sapiens), P55210; recombinant procaspase-7, Ac-DEVD-pNA absorbance 405 nm; D23A/D198A/D206A triple mutant, cannot self-cleave; scale: DMSO 0, 5 µM enzyme 100; activation, % at 8.5 µM; 0.093% of 330,000 active; AID 463210, 2010;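 active means percent activation above the screen-wide mean plus 3 SD, cut at about 25% in these data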
#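 System: Procaspase-7 triple mutant (PC-7 D3A); measure: % activation from two-timepoint absorbance difference, scaled to controls; times: 1 h compound preincubation, 2 h substrate cleavage, 25 °C; also added: Ac-DEVD-pNA substrate, 400 µM as added; measured by: Epi-absorbance of released pNA at 405 nm, two timepoints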
# * marks the source's active call; other numbers are inactive results; / = no result given; [ ] = dose if it differs, or a comment. Outcome played no part in choosing rows. About 3.8% of those tested had a hit in this group.
Structure,EBNA-1 inhibitor,proCasp3 act,proCasp7 act,AHR activator,RPL19A-GFP yeast,LAP4-GFP MLPCN,ZTA counter,MEP2 TOR yeast
CC1(C)CN(c2ccsc2C(=O)O)C1=O,-5,-6,-5,2,102,104,-28,104
Cc1ccc(SC(c2ccccc2)C(Cn2cncn2)C(=O)c2ccccc2)cc1 (stereo unspecified),10,1,1,-1,97,88,0,168
Cc1ccc(S(=O)(=O)N2CCN(C(=O)COC(=O)c3ccccc3Cl)CC2)c(C)c1,/,-3,-2,1,100,100,2,102
COc1ccc(OC)c(S(=O)(=O)N2CCCC(C)C2)c1 (stereo unspecified),4,-3,7,-3,111,94,-1,100
CCOC(=O)N1CCC(NC(=O)CCCN2C(=O)CSc3ncccc32)CC1,1,5,0,0,100,98,7,103
Nc1nc2ncc(C(=O)c3cc(F)ccc3O)cc2s1,3,-3,-2,3,101,106,19,106
COc1ccc(Cl)cc1NC(=O)C1Cc2cc(S(=O)(=O)N3CCCC3)ccc2N1C(C)=O (stereo unspecified),2,6,-7,13,101,115,5,105
COc1ccc(C(=O)CC(Nc2ccc([N+](=O)[O-])cc2)c2ccc(Cl)cc2)cc1 (stereo unspecified),9,-6,1,-2,96,103,1,102
COc1ccc(C(=O)N2CCN(C(=O)C3COc4ccccc4O3)CC2)cc1 (stereo unspecified),6,5,5,-2,103,94,1,103
N#Cc1ccc(S(=O)(=O)NC2CC2)cc1,2,5,2,-1,97,94,13,103
CCCCCn1c(=O)[nH]c2cc(C(=O)NCc3ccc4c(c3)OCO4)ccc2c1=O,31*,8,10,4,104,98,-5,112
CCOC(=O)c1c(CN2CCOCC2)n(-c2ccccc2)c2cc(Br)c(O)cc12,1,-8,-4,0,103,93,14,106
COCCNC(=S)N1CCN(S(C)(=O)=O)CC1,-17,2,-3,2,99,103,-2,106
COc1ccc(C(=O)NCc2nnc(SCC(=O)N3CCc4ccccc43)o2)cc1OC,5,7,12,-1,93,/,5,98
O=C(/C=C/c1c(Cl)nc2ccccn12)N1CCN(c2ccc(F)cc2)CC1,-2,-3,-3,-9,99,108,-11,89
CC1c2nc3ccccc3n2C(CC(=O)NC2CC2)C(=O)N1Cc1ccccc1 (stereo unspecified),8,7,14,1,102,86,0,105
OCC[C@H]1C[C@H](O)[C@@H](O)[C@@]2(OCCCc3ccccc32)O1,4,7,7,2,97,128,-9,88
Cc1sc2nnn(CC(=O)N3CCN(C(=O)c4ccco4)CC3)c(=O)c2c1C,6,8,1,-1,/,110,-6,111
O=C(O)/C=C/c1ccc(S(=O)(=O)Nc2ccc(OCc3ccccc3)cc2)cc1,8,-6,0,-1,97,106,7,97
CCCN1CCN(C(=O)c2cccc3c2C(=O)N(CCOC)C3)CC1,8,4,-5,-1,94,115,-2,98
Cc1cc(C)cc(N(CCC(=O)O)S(=O)(=O)c2ccc3ccccc3c2)c1,-8,-4,7,0,103,90,-10,96
CCc1ccc(NC(=O)c2cc(C(C)C)on2)cc1,4,-6,-1,-2,101,93,-7,87
O=C(c1ccc(CS(=O)c2cccc(Cl)c2)o1)N1CCCCCC1 (stereo unspecified),6,1,1,2,103,103,-3,103
CC(C)=CC(=O)Nc1nnc(-c2ccccc2)s1,2,-5,11,2,100,117,-2,107
CCc1ccc2nc(N(CCCN(C)C)C(=O)c3ccc(S(=O)(=O)N4CCCc5ccccc54)cc3)sc2c1,2,3,19,-11,106,96,37*,104
COc1ccc(S(=O)(=O)N2CCN(C(=O)c3cc4c(s3)CCC4)CC2)cc1,/,-2,3,2,98,101,/,114
COC(=O)N[C@H](CC(C)=O)c1cccc(C(F)(F)F)c1,-2,0,1,0,101,137,-8,95
COc1ccccc1C(=O)N/N=C(\C)CC(=O)Nc1ccccn1,13,3,9,28,70[may fluoresce violet],86[may fluoresce violet],-1,342*[may fluoresce violet]
CCSc1nnc(-c2cccnc2)n1Cc1ccco1,-5,3,-14,-1,98,104,-4,103
CCC(CC)COC(=O)C1=C(C)NC(=O)NC1c1ccc(N(C)C)cc1 (stereo unspecified),3,-6,11,9,100,95,-8,102
COc1ccc(NC(=S)NCCc2c[nH]c3ccccc23)c(OC)c1,-6,5,1,18,110,92,-17,110
CCn1c(=O)c([N+](=O)[O-])c(NCC2CCCO2)c2ccccc21 (stereo unspecified),-7,5,-2,1,102,116,0,103
O=C(CCN1C(=O)/C(=C/c2ccc(Cl)cc2)SC1=S)Nc1cccc(C(=O)O)c1,2,4,6,-1,104,109,2,108
COc1cccc(C(=O)NCCCNC(=O)c2ccccn2)c1,-2,-6,15,-2,93,88,-13,119
CCOC(=O)c1c(NC(=O)c2cc(C)on2)c2cc([N+](=O)[O-])ccc2n1C,-4,-1,0,-3,98,104,4,103
CCCCN(C(=O)CCC(=O)O)C1CC(=O)N(c2ccc(OCCC)cc2)C1=O (stereo unspecified),-1,1,-1,-1,86,89,3,90
CC(C)C[C@@H](CSc1ccccc1)N1CCN(CC(C)C)CCC1=O,-4,-3,-2,3,37*[may fluoresce violet],107[may fluoresce violet],0,341*[may fluoresce violet]
CCOP(=O)(Nc1ccc2oc(=O)c3ccccc3c2c1)OCC,-8,0,19,8,102,94,-8,102
COC(=O)C1CCN(C(=O)/C=C/c2ccc(OC)cc2)CC1,-5,-13,-2,8,110,100,8,106
O=C(COC(=O)CNC(=O)c1ccccc1F)Nc1ccc2c(c1)OCO2,/,8,1,1,101,103,-4,108
C=CCNC(=S)NS(=O)(=O)c1cccs1,3,-9,-13,4,90,98,-2,93
Cc1n[nH]c(C)c1CCN(C)Cc1cn(C)nc1-c1ccccc1F,-11,-2,5,1,101,102,1,98
CCCCCN(C(=O)CCC(=O)OCc1cccc(Cl)c1)c1c(N)n(CCCC)c(=O)[nH]c1=O,0,2,4,0,96,106,1,101
O=C(N/N=C/c1c(Nc2cccc(C(F)(F)F)c2)nc2ccccn2c1=O)c1ccccc1[N+](=O)[O-],3,17,-1,12,106,103,9,101
O=C(CCc1ccccc1)NNC(=O)c1cccc(F)c1,-13,-1,1,0,96,99,-2,92
CN1CCC(OC(=O)c2cc3cc(Cl)cc(Cl)c3oc2=O)CC1,-6,3,7,6,103,95,-4,108
CC(NC(=O)c1cc(S(=O)(=O)N2CCOCC2)cn1C)c1ccccc1 (stereo unspecified),-1,8,1,2,99,106,-7,111
O=C(/C=C/c1ccccc1)Nc1nc(-c2ccncc2)cs1,25,7,1,-7,96,106,7,97
Cc1nc(SCc2ccc(O)c([N+](=O)[O-])c2)n[nH]1,-9,-13,-30,-3,111,86,-15,105
C[N+](C)(C)CC(O)CC(=O)O (stereo unspecified),7,4,-1,4,94,100,-1,92
COc1ccccc1Nc1nc(C)cc(=O)[nH]1,-9,4,4,2,104,102,-6,105
O=P(c1ccccc1)(c1ccccc1)C(O)c1ccncc1 (stereo unspecified),-1,6,-3,1,100,97,-3,107
OCCNc1nc(C2CC2)nc2c1nnn2Cc1ccccc1Cl,7,3,-2,-3,/,96,-7,98
COc1ccc(CC(=O)N2CCN(c3ccccn3)CC2)cc1OC,-8,3,5,3,95,97,-10,102
O=C(COC(=O)COc1ccc(Cl)cc1)NCc1cccs1,2,-2,14,1,104,98,-8,103
Cc1cccc(Nc2nnc(SCC(=O)NCC3CCCO3)s2)c1 (stereo unspecified),/,9,5,5,98,91,/,104
CC(C)(C)C1CCC(OCC(O)CN2CCN(Cc3ccccc3)CC2)CC1 (stereo unspecified),8,4,13,5,107,92,-9,115
O=C(CN1CCN(c2ccc(F)cc2)CC1)c1cccs1,2,-1,2,5,94,120,15,87
Cc1cc(Nc2ncc(Cl)cc2Cl)n(-c2ccccc2)n1,-8,5,-4,47,99,89,-7,101
COc1cnn(-c2cccc(C(F)(F)F)c2)c(=O)c1Cl,7,-17,3,3,101,138,2,103

# Remaining list, next part:
Structure,EBNA-1 inhibitor,proCasp3 act,proCasp7 act,AHR activator,RPL19A-GFP yeast,LAP4-GFP MLPCN,ZTA counter,MEP2 TOR yeast
Cc1c(NS(=O)(=O)c2ccccc2)c(=O)n(-c2ccccc2)n1C,-17,10,-6,-1,96,97,5,99
Cc1nc(-c2nnc(SCC(=O)Nc3cc(Cl)cc(Cl)c3)n2C)cs1,-9,1,6,5,98,110,-18,95
O=C(COC(=O)Cc1c[nH]c2ccccc12)Nc1ccccc1C(F)(F)F,/,1,6,13,95,106,/,108
CC[N+](C)(C)CC/C=C1/c2ccccc2Sc2ccc(Cl)cc21,-6,2,8,0,104,104,5,95
CCCc1nc2c(s1)CCc1onc(-c3ccc(OC)cc3)c1-2,10,0,-6,13,100,113,15,94
O=[N+]([O-])c1cc(S(=O)(=O)C(F)(F)F)ccc1N1CCN(c2ccccc2)CC1,-5,-11,-3,0,96,92,-3,100
CC(=O)COc1ccc2c(-c3ccccc3)cc(=O)oc2c1,-6,-5,2,10,102,95,-28,110
CCN(Cc1ccccc1)C(c1ccccn1)c1nnnn1C(C)(C)CC (stereo unspecified),1,6,-6,0,101,100,-10,103
CC1=C/C(=N\NC(=O)c2cccs2)CC(C)(C)C1,-2,-1,5,8,107,88,0,94
O=C(/C=C/c1ccccc1)N1CCN(Cc2nc3ccccc3c(=O)[nH]2)CC1,-7,-2,2,-2,91,95,-10,100
COCCNC(=O)COc1cccc2c1OC(C)(C)C2,-2,0,8,-1,92,100,-1,77
CN(CC1COc2ccccc2O1)C(=O)Cn1cc(C(F)(F)F)ccc1=O (stereo unspecified),/,-14,-1,0,95,95,/,95
C=C(C)Cn1c(SCC(=O)O)nnc1-c1ccc(C(C)(C)C)cc1,-10,2,-2,1,87,88,-1,92
COc1ccc(-n2cnnc2SCC(=O)N(C)c2ccccc2)cc1,5,3,2,1,88,80,16,85
COC(=O)Cc1ccc(NC(=S)NCc2cccc(OC)c2)cc1,14,4,-10,2,97,102,25,98
COc1ccccc1C1=NOC(C)(c2nnc(Cc3ccccc3)o2)C1 (stereo unspecified),10,10,2,14,104,111,1,102
Cc1nc(SCc2ccc(Br)cc2)[nH]c(=O)c1C,-4,-5,3,-1,102,103,1,103
CCn1c(C)nc2cc(S(=O)(=O)Nc3ccc(C)cc3)ccc21,4,-1,4,9,99,114,16,93

# 4 entries from above, with values under each structure.
# Order of results: EBNA-1 inhibitor | proCasp3 act | proCasp7 act | AHR activator | RPL19A-GFP yeast | LAP4-GFP MLPCN | ZTA counter | MEP2 TOR yeast
> O=C(COC(=O)Cc1c[nH]c2ccccc12)Nc1ccccc1C(F)(F)F
→ / | 1 | 6 | 13 | 95 | 106 | / | 108
> CC[N+](C)(C)CC/C=C1/c2ccccc2Sc2ccc(Cl)cc21
→ -6 | 2 | 8 | 0 | 104 | 104 | 5 | 95
> CCCc1nc2c(s1)CCc1onc(-c3ccc(OC)cc3)c1-2
→ 10 | 0 | -6 | 13 | 100 | 113 | 15 | 94
> O=[N+]([O-])c1cc(S(=O)(=O)C(F)(F)F)ccc1N1CCN(c2ccccc2)CC1
→ -5 | -11 | -3 | 0 | 96 | 92 | -3 | 100
